# Source: PubChem BioAssay (National Center for Advancing Translational Sciences (NCATS))
# Pf Dd2 growth – qHTS Primary assay for Inhibitors of Plasmodium falciparum Dd2 growth in vitro | P. falciparum Dd2 growth, SYBR Green, 72 h | Potency, µM (top dose mostly 28.9 µM), without a hit: at the top dose activity, negative = inhibition, usual class: inhibitors | 120,000 tested, 4.3% active | AID 1347417, 2020; active = well fitted inhibition curve with a large enough effect; inconclusive = small, poorly fitted or top-dose-only effect; inactive = no such curve, though single readings can be large or run the other way;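 also: plate controls were DMSO vehicle for no effect and reference drug for full effect; nearly all actives have a fitted effect of over 65% in size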
#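 Readout: SYBR Green fluorescence, 485 nm excitation, 535 nm emission, after ~16 h lysis at 37C. Before that, Dd2-infected red cells (2.5% hematocrit) grew 72 h with compound, 29 uM top final concentration.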
# Numbers without * were called inactive; i = inactive; ? = inconclusive; [ ] = remark or other dose. Potency is read from the fitted curve at half-maximal effect.
SMILES,Pf Dd2 growth
CCOc1ccc(N(CC)C(=O)c2nn(-c3ccc(OC)cc3)c(=O)c3c2c2ccccc2n3C)cc1,3.98µM*
COc1cc(F)ccc1-c1nccc2c(=O)cc(N3CCN(C)CC3)oc12,?
COc1ccc(CN(C(=O)COc2ccccc2OC)C2CCS(=O)(=O)C2)cc1 (stereo not given),27.6%
Cc1ccccc1CN1C[C@@H](CO)[C@H](c2nc(-c3ccncc3)no2)C1,-19.7%
COc1ccccc1CN1CCC2(Cc3ccccc3CNC2=O)C1 (stereo not given),?
CC(C)(O)c1cc(CC2(NCC3CCCCC3)COC2)no1,-21.1%[44.1 µM]
CN(Cc1cccc(F)c1)C1CCOc2ccccc21 (stereo not given),-16.1%[44.1 µM]
N#Cc1cccnc1N1CCC(CO)(Cc2ccccc2C(F)(F)F)CC1,?
COc1ccc(OCc2ccc(-c3nc(C#N)c(N4CCCCC4)o3)o2)cc1,9.3%
COc1ccc(NC(=O)C(NS(=O)(=O)c2cccc3nsnc23)C(C)C)cc1OC (stereo not given),28.3%
Cc1ccccc1CC(=O)N1CCCN(C(=O)C2CC2)c2ccccc21,?
COCCOc1ccc2c(n1)CCN(C(=O)c1ccnn1C)C2,42.1%[activator]
CSc1ncc(Cl)c(C(=O)Nc2ccc(S(=O)(=O)Nc3nccc(C)n3)cc2)n1,22.7%
COc1cccc(C(=O)N2CCn3c(nnc3C3CC3)C2)c1,6.7%[44.1 µM]
COc1ccc(N2CCOC3CCN(CCCc4ccccc4)CC3C2=O)cc1 (stereo not given),?
O=C(Nc1ccnn1C1CCN(Cc2ccc(-c3ccco3)cc2)CC1)C1CC1,?
Cc1ccc(-c2nc(C(=O)NCc3ccc(Cl)cc3)no2)cc1,23.1%
Cc1cccc(-c2ncc(CN3CCC4(CCCNC4)C3)cn2)c1 (stereo not given),?
Cc1ccc(CNC(=O)N2CCCC(c3noc(COc4ccccc4)n3)C2)cc1 (stereo not given),?
CCCN1CC2(CCN(C)CC2)CC1C(=O)N(C)Cc1ccn[nH]1 (stereo not given),-1.1%

# An excerpt from above in order of SMILES length, ascending:
SMILES,Pf Dd2 growth
CN(Cc1cccc(F)c1)C1CCOc2ccccc21 (stereo not given),-16.1%[44.1 µM]
COc1ccccc1CN1CCC2(Cc3ccccc3CNC2=O)C1 (stereo not given),?
COc1cccc(C(=O)N2CCn3c(nnc3C3CC3)C2)c1,6.7%[44.1 µM]
Cc1ccc(-c2nc(C(=O)NCc3ccc(Cl)cc3)no2)cc1,23.1%
O=C(Nc1ccnn1C1CCN(Cc2ccc(-c3ccco3)cc2)CC1)C1CC1,?
Cc1ccccc1CN1C[C@@H](CO)[C@H](c2nc(-c3ccncc3)no2)C1,-19.7%
COc1ccc(NC(=O)C(NS(=O)(=O)c2cccc3nsnc23)C(C)C)cc1OC (stereo not given),28.3%

# Next results follow:
SMILES,Pf Dd2 growth
Cc1cc(=O)n(CC(=O)Nc2cccc(Cl)c2)c(N2CCc3ccccc3C2)n1,?
O=C(CN1C(=O)C(c2ccccc2)=NC12CCCC2)NCc1ccccc1Cl,28.7%
CCC(C)NC(=O)N1CC(c2nc(CCOCC3CCOCC3)no2)C1 (stereo not given),?
Cc1ccc(S(=O)(=O)N2CCCC(Cn3cnc4cccnc43)C2)cc1F (stereo not given),i
CCOC(=O)C1=C(C)N=C2SC=C(CC(=O)Nc3ccc(OC)cc3)N2C1c1ccccc1F (stereo not given),4.47µM*
O=C(CSc1nc2c(c(=O)[nH]1)CCCC2)Nc1ccc(Br)cc1,i
CN(Cc1ccccc1)C(=O)CCNc1c(-c2cccc(F)c2)nc2cnccn12,-7.6%
Cc1ccc(Cn2c(=O)n(Cc3ccco3)c(=O)c3sc4ccccc4c32)cc1,42.1%[activator]
Cc1cc(NC(=O)Nc2nc3c(s2)CCCCCC3)ccc1Br,?
COc1cccc(-c2cc(C(F)(F)F)nc(NCCc3ccc(OC)c(OC)c3)n2)c1,?
COC(=O)c1ccc(CSc2nc3c([nH]c4ccccc43)c(=O)n2-c2ccc(Cl)cc2)o1,?
Oc1ccccc1Nc1nc2ccccc2n2nnnc12,?
Cc1cc2cc(-c3c(C)noc3C)nc(N3CCN(C)C(=O)C3)c2o1,i
COc1ccc(N(C)S(=O)(=O)c2ccc3c(c2)CCN3C(=O)CCC(=O)O)cc1,i
O=C(Nc1ccccc1)N1CCC2(CC1)C(=O)NCN2Cc1ccc(Cl)cc1,3.16µM*
COCCCNC(=O)C(=O)NCC(c1ccc2c(c1)OCO2)N1CCOCC1 (stereo not given),7.4%
Cc1ccc(NCc2cccn2-c2nnc(N3CCCCCC3)s2)cc1,?
O=C(Cn1cccc1-c1nc(-c2ccccc2)no1)NCc1ccccc1,-12.2%
COc1ccc(NC(=O)c2cc(S(=O)(=O)N3CCCC3)ccc2OC)cc1,6.6%
CCOC(=O)c1cccc(-n2nnc3c(sc4nc(C)c(Br)c(C)c43)c2=O)c1,4.9%
O=C(NCCc1cnccn1)c1coc(COc2cccc(C(F)(F)F)c2)n1,-14.0%
Cc1ccccc1-c1cc(C(=O)NCCc2cnc[nH]2)c2c(c1)N(C)CCO2,i
O=C(Cc1ccncc1)N1CCC(N2C(=O)C3(CCCCC3)C2c2ccccc2)CC1 (stereo not given),i
CN(C)C[C@@H]1CN(Cc2ccccc2)C[C@H]1NC(=O)NCc1ccco1,-27.4%
Cc1ccc(CN2CC(Oc3ccccc3C(=O)N3CCOCC3)C2)cc1C,2.82µM*
COC(=O)c1cc(NC(=O)CCc2c(C)nc3cc(-c4ccccc4)nn3c2C)cc(C(=O)OC)c1,30.9%[activator]
COc1ccc(CN2CCC3(C2)C(=NC2CCCC2)NC(=O)N3c2cc(F)cc(F)c2)cc1 (stereo not given),?
Cc1cc(C)c(Cn2c3ccccc3c3cnn(CC(=O)NC4CCCCCC4)c(=O)c32)c(C)c1,8.9%
Cc1ccc(C)c(NS(=O)(=O)c2cc3c(cc2C)n(C)c(=O)c(=O)n3C)c1,6.6%
COc1cccc([S+](=O)([O-])N2CCn3cc(C(=O)Nc4ccc(Cl)cc4Cl)nc3C2)c1,-9.6%
COc1ccc(NC(=O)NC[C@H]2C[C@@H]3CCN2C[C@@H]3CN2CCN(c3ccccc3OC)CC2)cc1,i
CCc1ccc(CNC(=O)C2c3ccccc3CC(=O)N2C(C)C)cc1 (stereo not given),-17.5%
CCC(C)(C)NC(=O)c1cccc2c1CCN2C(=O)Nc1cccc(C)c1,?
O=C(CC[C@@H]1CNC(=O)[C@@H]2C[C@H](NCc3ccccn3)CN12)NCc1ccccc1,?
CC1=C[C@@H](CNC(=O)NCCO)[C@H](C(C)C)C[C@H]1CC(=O)NCc1cccnc1,-17.0%[44.1 µM]
O=S(=O)(Nc1cccc(Cl)c1)c1ccc2[nH]c3c(c2c1)CCCCCC3,104.3%[activator]
CC[C@@]1(O)CCN(C(=O)c2cccc(CCC(C)(C)O)c2)C[C@H]1O,-12.0%
CCOc1ccc(NC(=O)c2cc(=O)c3cc(CC)ccc3o2)cc1,7.2%
CN1CCCCCC(O)c2cc(C(=O)NCC3CC3)ccc21 (stereo not given),-4.4%
COCC1CN(C2CCC2)CC12CCN(Cc1ccncc1)CC2 (stereo not given),-25.1%

# Gathered by group, the entries above containing two or more sulfur atoms (2)
SMILES,Pf Dd2 growth
COc1ccc(NC(=O)C(NS(=O)(=O)c2cccc3nsnc23)C(C)C)cc1OC (stereo not given),28.3%
CSc1ncc(Cl)c(C(=O)Nc2ccc(S(=O)(=O)Nc3nccc(C)n3)cc2)n1,22.7%

# Further results.
SMILES,Pf Dd2 growth
O=C(Cc1ccsc1)N1CCC(n2cc(-c3nc(C4CC4)no3)nn2)C1 (stereo not given),i
O=C(c1ccncc1)N1CCC(N2CC3CC(C2)[C@H]2CCCC(=O)N2C3)CC1 (stereo not given in full),-5.6%
Cc1cccc(N(CC(N)=O)C2SC(=O)N(Cc3cccc(C(=O)O)c3)C2=O)c1 (stereo not given),74.9%[activator]
Cc1cc(C(=O)N2CCCC2c2nncn2CCN(C)C)n(C)n1 (stereo not given),1.0%
C=CCN(C)C(=O)C[C@@H]1c2nc(NC(=O)c3ccc(C(C)(C)C)cc3)sc2C[C@@H]2[C@](C)(CO)[C@H](O)CC[C@]21C,3.98µM*
O=C(NC[C@H]1O[C@H](Cc2cc(COc3ccccc3)on2)CC[C@@H]1O)C1CCC1,?
COc1ccc(CC(=O)NC2CCCN(c3cc(-c4ccc(F)cc4)[nH]n3)C2)cc1 (stereo not given),-3.7%
CCN(CC)c1ccc(NC(=O)C(Cc2ccccc2)NS(=O)(=O)c2ccc(Br)s2)c(C)c1 (stereo not given),-13.4%
COc1cccc(-c2nnc(SCC(=O)N3CCC(C)CC3)o2)c1,-10.8%
O=c1c2sc3ccccc3c2n(Cc2cccc(F)c2)c(=O)n1Cc1ccccc1,?
COc1ccc(NC(=O)N2CCOC(c3ccc(Cl)cc3)C2)c(C)c1 (stereo not given),?
Cc1ccc(-c2nc(SCC(=O)Nc3cc(C)on3)c3c(=O)n(C)c(=O)n(C)c3n2)cc1,-16.2%
COc1ccc(C(=O)NC2CCN(c3cn[nH]c(=O)c3)CC2)cn1,8.5%
CCOC(=O)c1c(S(=O)(=O)N2CCC(C(=O)N3CCN(c4ccc(F)cc4)CC3)CC2)c(C)n(C)c1C,-23.0%
COc1ccc(C(=O)NC(C(=O)NCC(C)C)C2CCN(C(=O)C3CCCC3)CC2)cc1 (stereo not given),i
CCn1c(CC2C(=O)N(C)c3ccccc32)nc2ccccc2c1=O (stereo not given),26.8%
COc1ccc(CN2CCC3(CC2)CC(=O)c2ccccc2O3)cc1,?
Cc1ccc2nsnc2c1S(=O)(=O)N[C@@H]1CC[C@@H](N)C1,-1.9%
CC(=O)N1CCc2cc(Br)cc(S(=O)(=O)CCC(=O)NCCc3ccc(Cl)cc3)c21,?
CC(C)CN(CC1CN(C(=O)Nc2cccc(Cl)c2)CCO1)C(=O)c1ccccc1 (stereo not given),-12.6%
COc1ccc(OCCn2nnc3sc4c(c3c2=O)CCCC4)cc1,-3.7%
O=S(=O)(c1ccccc1Cl)N1CC(c2nc(Cc3ccccc3)no2)C1,?
COC(=O)C1=C(C)N=C2SC=C(CC(=O)N3CCCC3)N2C1c1cc(OC)ccc1OC (stereo not given),?
CC(Oc1cccc(Cl)c1)C(=O)NCc1nnc2ccc(-c3ccccc3)nn12 (stereo not given),i
CCOC(=O)c1cccc(NC(=O)N2CC[C@@H](CC(=O)NCCSC)[C@@H](CC)C2)c1,i
CN(C)Cc1cn(C[C@H]2C[C@@H](NC(=O)c3nc4ccccc4s3)[C@H](O)[C@@H]2O)nn1,-0.2%
C=CCNC(=O)[C@@H]1Cc2cn(Cc3ccncc3)c3cccc(c23)[C@H](CC(C)C)N1,-29.4%[44.1 µM]
Cc1ccsc1C(=O)N1CCCC(CN2CCCC2)CC1 (stereo not given),?
CCN(CC)CCCNC(=O)c1cn(CC)c2ccc(S(=O)(=O)N3CCc4ccccc4C3)cc2c1=O,?
Cc1cc(-c2cc3[nH]ccc3c(C(=O)NCc3c(C)cc(C)[nH]c3=O)n2)ccn1,-21.7%[44.1 µM]
Cc1cc(C)n(Cc2cc(C(=O)N(C)CCOc3ccccc3)n[nH]2)n1,-11.1%
COc1ccc(-n2ncc(C(=O)N3CCN(Cc4ccccc4)CC3)c2C2CCN(C(=O)OC(C)(C)C)CC2)cc1,?
O=C(Cc1ccc2c(c1)OCCCO2)NC1CCCc2c1[nH]c1c(Cl)cccc21 (stereo not given),i
CCn1cc(S(=O)(=O)N2CCCCC2c2nc(CCOc3ccc(F)cc3)no2)cn1 (stereo not given),-1.2%
O=C(CCC[C@@H]1[C@H]2CCCN3CCC[C@@H](CN1C(=O)CCc1ccccc1)[C@@H]23)N1CCOCC1,?
CCC(=O)Nc1ccccc1-c1nc2ccccc2n(C(CC)C(=O)Nc2cccc(Cl)c2)c1=O (stereo not given),i
Cc1ccc(NC(=O)/C(C#N)=C\c2ccc(-c3ccc(Cl)cc3)o2)c(C)c1,10.8%
CN(Cc1cccnc1)C(=O)[C@H]1CN(Cc2ccccc2)C[C@H]1C(=O)O,i
CCOC(=O)c1c(C)sc(-c2c(-c3ccc(OC)c(F)c3)[nH]c3[nH]c(=O)[nH]c(=O)c23)c1O,5.0%
O=C(Cc1cccnc1)NC1CCN(c2cnn(CC3CC3)c(=O)c2)CC1,?
O=C(Nc1sc2c(c1C(=O)NCc1ccccc1)CCCC2)c1cc(=O)c2ccccc2o1,?
Cc1cccc(N2C(=O)CS(=O)(=O)C23C(=O)N(C)c2ccccc23)c1 (stereo not given),45.5%[activator][5.79 µM]
Cc1ccc(NC(=O)Cn2cc(C(=O)C3CCCCC3)c3ccccc32)cc1,?
COc1nc2nc(CCc3ccccc3)n(C)c2cc1-c1cncnc1,?
CCCN(CCC)CCCNC(=O)c1cc2c(=O)n(C)c3ccccc3c2s1,10µM*
COc1ccc(NC(=O)Cn2cnnn2)c(NC(=O)C(C)C)c1,11.9%
CC(C)Nc1ccc(-c2nc(-c3ccccn3)no2)cc1[N+](=O)[O-],4.6%
COc1ccccc1CNC(=O)CSc1ncc(S(=O)(=O)c2ccc(C)c(Cl)c2)c(=O)[nH]1,62.2%[activator]
CCOc1cccc(CNC(=O)CC2CCOCC2)c1,15.0%
Cc1cc(OCC(=O)c2ccc3c(c2)N(CC(=O)NCC2CC2)C(=O)CO3)ccc1Cl,-2.6%
CN1[C@@H](CCC(=O)N2CCN(c3ccccc3)CC2)CNC(=O)[C@@H]2[C@H]1CCN2Cc1ccc(CO)o1,i

# These rows are one share of the data (hit frequency here may not be typical).
